# Tau fibril FP – qHTS for Inhibitors of Tau Fibril Formation, Fluorescence Polarization; 0.39% of 280,000 active; Potency, µM (highest dose often 57.7 µM), for the others: at the highest dose activity, negative = inhibition, hits mostly inhibitors; K18 P301L tau heparin fibrillization, Alexa594 FP, 6 h; further: nearly all actives have a fitted effect of over 55% in size
# Target sequence (P10636 561-689 P618L limits assumed): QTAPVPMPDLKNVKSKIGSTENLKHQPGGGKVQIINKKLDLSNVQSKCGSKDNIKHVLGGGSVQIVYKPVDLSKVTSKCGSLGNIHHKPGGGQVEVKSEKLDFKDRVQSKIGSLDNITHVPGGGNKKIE
#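 Read-out: fluorescence polarization of Alexa 594-labeled tau (0.24 uM), 555 nm excitation, 632 nm emission. Mixtures held 15 uM unlabeled K18 P301L, compound and 20 uM heparin, pH 7 acetate buffer, incubated 6 hr at 37 C.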
# Tau fluor cs – Counterscreen qHTS for Inhibitors of Tau Fibril Formation, Fluorescence Polarization; 0.93% of 280,000 active; Potency, µM (top dose mostly 57.7 µM), without a hit: top-dose activity change, negative = decrease; tau K18 P301L Alexa594 fluorescence, heparin fibrillization; further: nearly all actives have a fitted effect of over 55% in size
#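 Human tau K18 P301L (15 uM unlabeled, 0.24 uM Alexa 594-labeled) in 100 mM sodium acetate pH 7 with 20 uM heparin, 6 hr at 37 C. ThT 30 uM added, 1 hr ambient; Alexa 594 FP and total fluorescence read at 555/632 nm.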
# Tau fibril ThT – qHTS for Inhibitors of Tau Fibril Formation, Thioflavin T Binding | Microtubule-associated protein tau (Homo sapiens), P10636 | recombinant tau K18 P301L, heparin-induced fibrillization, ThT fluorescence | Potency, µM (top dose mostly 57.4 µM), for inactives: at the highest dose activity, negative = inhibition, hits mostly inhibitors | 2.1% of 270,000 active; further: nearly all actives have a fitted effect of over 55% in size
#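 ThT emission at 510 nm, taken 1 hr after adding 30 uM dye, quantifies aggregates formed when 20 uM heparin acts on human tau K18 P301L for 6 hr at 37 C.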
# * marks the source's active call; other numbers are inactive results; ? = inconclusive; [ ] = another dose, or the depositor's remark. The call rests on the fitted dose curve; in most records, active means well fitted curve in the direction sought with a large enough effect; inconclusive means small, poorly fitted or top-dose-only effect, or another doubt; inactive means no such curve, though single readings can be large; an effect the other way counts as inactive or inconclusive. On the % scale 0 is the no-effect control and ±100 the full control effect; potency means the concentration at half of the fitted maximal effect.
# Start of the data: the first three compounds, ahead of the listing:
SMILES,Tau fibril FP,Tau fluor cs,Tau fibril ThT
CCOC(=O)c1c(C)[nH]c(CCC(=O)NCc2ccc(OC)c(OC)c2)c1C,-4%,-2%,-4%
CNS(=O)(=O)c1cn(CC(=O)N2CCN(c3cc(C)ccc3C)CC2)cc1S(=O)(=O)NC,1%,-4%,4%
O=S(=O)(c1ccc(-c2cc(C(F)(F)F)on2)s1)N1CCN(c2ccccc2)CC1,-11%,-1%,12%

# Results, from the first entry:
SMILES,Tau fibril FP,Tau fluor cs,Tau fibril ThT
CCOC(=O)c1c(C)[nH]c(CCC(=O)NCc2ccc(OC)c(OC)c2)c1C,-4%,-2%,-4%
CNS(=O)(=O)c1cn(CC(=O)N2CCN(c3cc(C)ccc3C)CC2)cc1S(=O)(=O)NC,1%,-4%,4%
O=S(=O)(c1ccc(-c2cc(C(F)(F)F)on2)s1)N1CCN(c2ccccc2)CC1,-11%,-1%,12%
Cc1ccc(CSc2nnc3[nH]c(=O)cc(C)n23)cc1,0%,0%,-9%
CCOc1ccccc1NC(=O)Cn1c(=O)n(C(C)C)c(=O)c2oc3ccccc3c21,-12%,-2%,3%
Cc1cc2c(cc3c(SCC(=O)Nc4ccc(Cl)cc4F)nncn32)o1,3%,-22%,-2%
COc1ccccc1NC(=O)C1=C(C)Nc2c(C(=O)Nc3cccc(C)c3)cnn2C1c1ccccc1C (stereo not drawn),-15%,-19%,3%
O=C1CCSC2(C(=O)N(Cc3ccc(F)cc3)c3ccccc32)N1c1ccc(Cl)cc1 (stereo not drawn),?,-24%,?
CCOC(=O)c1ccccc1NC(=O)CSc1ccc(-c2sc(C)nc2C)nn1,-2%,-12%,-15%
Cc1ccccc1OCC(=O)Nc1ccc2nc(SCc3ccccc3)sc2c1,-8%,2%,4%
Cc1cccc(-n2ncc3c(NCCOCCO)ncnc32)c1,6%,6%,0%
CC(=O)N1c2ccccc2CC1C(=O)N1CCN(c2ccccc2)CC1 (stereo not drawn),-7%,-1%,-1%
COc1ccc(OC)c2sc(N(CCCN(C)C)C(=O)c3ccco3)nc12,-1%,0%,-5%
CCc1cccc(NC(=O)CN2C(=O)COc3ccc(S(=O)(=O)N4CCC(C)CC4)cc32)c1,-5%,-26%,6%
Cc1cccc(C(=O)NNc2ncnc3c2cnn3-c2ccc(C)cc2C)c1,5%,-5%,2%
Cc1ccc(-n2ncc(C(=O)NCc3ccco3)c2C2CCN(C(=O)OC(C)(C)C)CC2)cc1,0%,-6%,2%
Cc1c(Cl)cccc1-n1ncc(C(=O)Nc2ccc3c(c2)OCCO3)c1C1CCN(C(=O)OC(C)(C)C)CC1,2%,?,-16%
Cc1ccccc1CNC(=O)Cn1ncn2nc(-c3cccs3)cc2c1=O,-3%,-10%,-2%
O=C(CSc1nc2c([nH]c3ccccc32)c(=O)n1-c1ccc(Cl)cc1)NCC1CCCO1 (stereo not drawn),-3%,6%,12%
Cc1ccc2c(c1)c1c(c(=O)n(-c3ccccc3C)c(=O)n1CC(=O)NCCC1=CCCCC1)n2C,-2%,-4%,5%
CCc1ccc(C2=C(C)C(N3CCC(C(=O)NCc4ccccc4)CC3)=NS2(=O)=O)cc1,-1%,-4%,-8%
COc1ccc(N(C(=O)/C=C\C(=O)Nc2ccc(Cl)cc2)C(C(=O)NCc2ccco2)c2ccc(C)cc2)cc1 (stereo not drawn),-4%,-19%,-2%
Cc1cccc(CCNC(=O)C2CCC(CNS(=O)(=O)c3ccccc3)CC2)c1 (stereo not drawn),8%,2%,-8%
O=C(NC1CC(=O)N(c2cccc(F)c2)C1)c1ccc2c(c1)OCO2 (stereo not drawn),-10%,-13%,-7%
CC(C)(C)NC(=O)c1cnn(-c2ccccc2)c1C1CCN(C(=O)OC(C)(C)C)CC1,-2%,-13%,-10%
Cc1cc(SCC(=O)NCc2ccccc2Cl)nc(=O)[nH]1,-4%,3%,2%
COc1cc(-c2ccno2)ccc1S(=O)(=O)N1CCN(c2ccccc2)CC1,-1%,?,-16%
CCSC1=NC2(CCN(C(=O)NC3CCCCC3)CC2)N=C1c1ccc(C)c(C)c1,-4%,-8%,?
COc1ccc(S(=O)(=O)N2CCN(c3ccc(F)cc3)CC2)cc1-c1noc(C)n1,-4%,0%,?
O=C(COc1ccc(F)cc1)Nc1ccccc1C(=O)OCc1cc(=O)n2ccsc2n1,2%,-3%,5%
CC(=O)Nc1cc(C(=O)NCc2ccc(C)cc2)ccc1S(=O)(=O)c1ccc(Cl)cc1,9%,-8%,8%
Cn1cc(-c2cc3n(n2)CCC(=O)N3CCCC(=O)Nc2ccccc2Cl)c2ccccc21,-1%,-21%,?
Cc1ccc(NC(=O)CCCn2nc(C)c3c(C)n(-c4ccccc4)nc3c2=O)c(Cl)c1,-4%,-3%,7%
Cc1ccc(-n2nc(C)c3c(C)cc(=O)n(CC(=O)NC(C)c4ccccc4)c32)cc1 (stereo not drawn),-2%,4%,12%
COc1cccc(NS(=O)(=O)c2ccc3[nH]cc(C(=O)NCCc4ccc(C)cc4)c(=O)c3c2)c1,?,?,8%
O=S(=O)(c1ccc2nc(N3CCN(c4cccc(Cl)c4)CC3)ccc2c1)N1CCCCC1,-6%,-10%,7%
COc1cccc(CSc2nc(-c3ccccc3F)nc3c2Cc2c(CO)cnc(C)c2O3)c1,-2%,-2%,1%
Cc1ccc2nc(N3CCN(c4ccccc4F)CC3)c3nnnn3c2c1,0%,-18%,-17%
Fc1cccc(-c2nc(-c3ccncc3)no2)c1,-5%,-7%,-7%
COc1ccc(-n2cc(-c3ccccc3)c3c(Nc4ccc(OC)c(OC)c4)ncnc32)cc1,14%,-29%,?
CC1=C(C(=O)Nc2ccccc2C)C(c2cccnc2)n2nc(SCc3ccccc3)nc2N1 (stereo not drawn),-3%,0%,-2%
O=C(Cn1c(=O)n(Cc2nc(-c3ccccc3)no2)c(=O)c2cc3c(cc21)OCO3)Nc1cccc(C(F)(F)F)c1,10µM*,-9%,?
Cc1cccc(CNS(=O)(=O)c2ccc(-c3coc(C)n3)cc2)c1,0%,-18%,-14%
COc1cccc(N2CCN(C(=O)C3CCN(S(=O)(=O)c4c(C)noc4/C=C/c4ccccc4F)CC3)CC2)c1,3%,-20%,-4%
Cc1ccc(NC(=O)Cn2cc(C(=O)c3ccco3)c3ccccc32)cc1,?,-24%,-7%
O=C(c1cccs1)N1CCCc2cc(NS(=O)(=O)c3ccc(F)cc3F)ccc21,1%,-2%,4%
O=C(CSc1ncc2c(n1)-c1ccccc1N(Cc1ccc(F)cc1)S2(=O)=O)NCCc1ccccc1,?,-7%,11%
CCc1ccccc1NC(=O)CN(c1ccccc1)S(=O)(=O)c1ccsc1C(=O)OC,2%,-15%,-14%
CCS(=O)(=O)c1cccc(C(=O)Nc2ccc(-c3nc4ccccc4s3)c(O)c2)c1,-5%,-13%,0%
Cc1cc(Br)cc(C)c1NC(=O)c1sc2ncn(Cc3cccc(F)c3)c(=O)c2c1C,-13%,4%,?
Cc1cccc(CC(=O)NCCc2sc3nc(-c4ccc(F)cc4)nn3c2C)c1,-3%,-12%,-15%
CCOC(=O)c1ccc(NC(=O)CSc2ccc(-c3sc(C)nc3C)nn2)cc1,?,-14%,?
COC(=O)CN1C(=O)CSc2ccc(S(=O)(=O)Nc3ccc(C)c(Cl)c3)cc21,-11%,?,-2%
Cc1cc2c(cc1S(=O)(=O)N1CCC(C(N)=O)CC1)OCC(=O)N2,1%,-1%,-1%
COc1cccc(Cn2c(=O)n(Cc3ccccc3)c(=O)c3c2c2cc(OC)ccc2n3C)c1,2%,-9%,2%
COC(=O)c1ccc(NC(=O)CN2CCN(S(=O)(=O)c3ccc(Br)cc3)CC2)cc1,4%,-28%,-5%
Cc1ccc(S(=O)(=O)N2CCC(c3ccncc3)CC2)c(C)c1,-4%,-8%,-2%
CCOC(=O)c1noc2ncn(CC(=O)Nc3cccc(Cl)c3)c(=O)c12,-10%,-1%,10%
O=C(CSc1cn(CC(=O)N2CCCC2)c2ccccc12)Nc1ccc(Cl)cc1,1%,-22%,-7%
Cc1ccc(CNC(=O)c2cc3cc(C)ccc3n2C)cc1,0%,6%,6%

# (listing goes on)
SMILES,Tau fibril FP,Tau fluor cs,Tau fibril ThT
CC(C)(C)c1ccc(C(=O)NCC(c2ccc(Cl)cc2)N2CCOCC2)cc1 (stereo not drawn),1%,-15%,-12%
CCOC(=O)c1noc2nc(C)n(Cc3cccc(C#N)c3)c(=O)c12,-2%,3%,1%
CCOC(=O)c1ccc(NC(=O)c2c(NCc3cc(OC)c(OC)cc3OC)sc3c2CCCC3)cc1,-4%,?,?
COc1ccc(NC(=O)CN2CCN(Cc3ccc(F)cc3)S2(=O)=O)cc1Cl,-9%,-16%,-2%
O=C(Nc1cccc(Br)c1)N1CCN2CCCCC2C1 (stereo not drawn),6%,11%,15%
COC(=O)c1c(-c2cccs2)csc1NC(=O)c1ccc(C)cc1,?,-25%,32µM*
Cc1ccccc1CN1CCCN(CC(=O)Nc2ccc(F)cc2)S1(=O)=O,1%,-21%,-5%
CC(NC(=O)Nc1cc(Cl)ccc1Cl)c1c(-n2cccc2)sc2c1CCCC2 (stereo not drawn),10%,3%,1%
CC(C)CCNC(=O)CN1C(=O)c2cccnc2Sc2ccccc21,-3%,-5%,-7%
CCCN(CCC)C(=O)c1c[nH]c2ccc(S(=O)(=O)N(C)c3ccc(Cl)cc3)cc2c1=O,-11%,-4%,8%
CN1C(=O)Cc2cc(S(=O)(=O)CCC(=O)Nc3cccc(C(F)(F)F)c3)ccc21,-6%,-5%,5%
Cc1ccc(NC(=O)N2CCN(c3nnc(C)c4c(C)n(-c5ccccc5)nc34)CC2)cc1Cl,-7%,-10%,?
CCOC(=O)c1[nH]c(C)c(CCC(=O)N2CCN(c3ccccc3)CC2)c1C,-6%,0%,4%
Cc1ccc(-n2ncc(C(=O)NCc3cccs3)c2C2CCN(C(=O)OC(C)(C)C)CC2)cc1,0%,-8%,-5%
CCOc1ccc2nc(N3CCN(C(=O)CS(=O)(=O)c4ccc(F)cc4)CC3)sc2c1,-1%,-16%,?
COc1cccc(C2C(C(=O)Nc3ccc(C)cc3C)=C(C)Nc3c(C(=O)Nc4cccc(C)c4)cnn32)c1OC (stereo not drawn),-18%,-14%,-9%
Cc1cc(C)nc(-n2nc(C)c3c2N(C)C(=O)CC3c2ccc(Cl)cc2)n1 (stereo not drawn),-4%,1%,7%
COc1ccc(-n2c(SCC(=O)NCc3ccc(Cl)cc3)nc3ccsc3c2=O)cc1,?,-18%,6%
CCc1ccc(NC(=O)N2CC(C)Oc3ccc(C)cc32)cc1 (stereo not drawn),-4%,2.5µM*[quencher],3%
Cc1cccc(OCC(=O)Nc2ccc(OCc3cc(=O)n4cc(C)ccc4n3)cc2)c1,-5%,0%,?
COc1ccc(-c2noc(N3CCC(C(=O)Nc4cccc(C)c4C)CC3)n2)cc1,-9%,-17%,?
CN(C(=O)Nc1cn(C)c(=O)c2ccccc12)c1ccccc1,-4%,4%,-1%
CC1CCCN(C(=O)Cn2c(=O)n(CC3CCC(C(=O)NC(C)C)CC3)c(=O)c3sccc32)C1 (stereo not drawn),2%,-1%,-2%
COc1cc(NC(=O)N2CCC(CN3CCc4ccccc4C3)CC2)cc(OC)c1,-5%,1%,0%

# Six successive records already listed, quoted:
SMILES,Tau fibril FP,Tau fluor cs,Tau fibril ThT
CCc1ccc(NC(=O)N2CC(C)Oc3ccc(C)cc32)cc1 (stereo not drawn),-4%,2.5µM*[quencher],3%
Cc1cccc(OCC(=O)Nc2ccc(OCc3cc(=O)n4cc(C)ccc4n3)cc2)c1,-5%,0%,?
COc1ccc(-c2noc(N3CCC(C(=O)Nc4cccc(C)c4C)CC3)n2)cc1,-9%,-17%,?
CN(C(=O)Nc1cn(C)c(=O)c2ccccc12)c1ccccc1,-4%,4%,-1%
CC1CCCN(C(=O)Cn2c(=O)n(CC3CCC(C(=O)NC(C)C)CC3)c(=O)c3sccc32)C1 (stereo not drawn),2%,-1%,-2%
COc1cc(NC(=O)N2CCC(CN3CCc4ccccc4C3)CC2)cc(OC)c1,-5%,1%,0%

# Next structures
SMILES,Tau fibril FP,Tau fluor cs,Tau fibril ThT
Cc1ccc(-n2ncc3c(NC4CCCCC4)ncnc32)cc1,-10%,-11%,-4%
Cc1ccc(OC(=O)CSc2nnc(-c3ccc4c(c3)OCO4)o2)cc1,4%,11%,4%
CCc1cccc(NC(=O)c2ccc(CN3C(=O)C(C)=C(c4ccc(OC)cc4)S3(=O)=O)cc2)c1,-9%,-7%,3%
O=C(CSCc1nc2cccnc2n1C1CCCCC1)NCc1cccc(Cl)c1,1%,-11%,-10%

# Screens as filed in PubChem BioAssay.

# A portion of the library. The share of hits here may be higher or lower than overall.
